Bioassay records: PubChem, The Scripps Research Institute Molecular Screening Center
FBW7 activator: FBW7 E3 ligase activators, primary screen, biochemical, AlphaScreen, human; normalized activity (activation), % at 26.1 µM; actives 0.13% (n = 650,000); AlphaScreen FBW7–phospho-cyclin E peptide binding, activator screen; F-box/WD repeat-containing protein 7 (Homo sapiens), Q969H0; AID 1259310, 2017; in the data active means normalized activity above about 1.9%;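 further: purified mutant Fbw7 with reduced substrate affinity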
TEAD-YAP inh: TEAD-YAP interaction inhibition, primary screen, TEAD-YAP interaction inhibitor project, luminescence, HEK-TIYL cells; TEAD-Gal4/YAP UAS-luciferase luminescence; inhibition, % at 9.12 µM; actives 1.4% (n = 640,000); AID 1259422, 2018; in the data active means inhibition above about 32%;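 further: 0% = median of test compound wells and 100% = reference inhibitor wells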
MITF primary: MITF inhibitors, primary screen, biochemical, AlphaScreen, human | Microphthalmia-associated transcription factor (Homo sapiens), O75030 | AlphaScreen MITF homodimerization, bead proximity signal | inhibition, % at 2.6 µM | actives 0.91% (n = 650,000); in the data active means inhibition above about 50%;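 further: 0% = vehicle wells with protein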
Target sequence (O75030 whole entry, looked up): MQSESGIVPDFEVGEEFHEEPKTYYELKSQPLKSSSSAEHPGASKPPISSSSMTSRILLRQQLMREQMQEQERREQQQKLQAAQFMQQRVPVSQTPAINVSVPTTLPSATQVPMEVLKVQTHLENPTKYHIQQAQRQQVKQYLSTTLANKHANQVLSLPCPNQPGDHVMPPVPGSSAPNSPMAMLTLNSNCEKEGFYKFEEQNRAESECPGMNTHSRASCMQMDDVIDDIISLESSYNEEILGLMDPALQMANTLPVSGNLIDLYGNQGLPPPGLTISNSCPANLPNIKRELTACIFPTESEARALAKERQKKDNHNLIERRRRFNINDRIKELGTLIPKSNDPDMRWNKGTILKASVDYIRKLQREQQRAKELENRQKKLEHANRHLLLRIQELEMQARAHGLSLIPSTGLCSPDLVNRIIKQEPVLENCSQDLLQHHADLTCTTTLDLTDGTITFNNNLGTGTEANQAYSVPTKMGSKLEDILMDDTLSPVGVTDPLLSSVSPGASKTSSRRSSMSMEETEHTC
GPR151 activ: activators of human GPR151, primary screen, cell-based, PathHunter beta-arrestin, luminescence. G-protein coupled receptor 151 (Homo sapiens), Q8TDV0. PathHunter beta-arrestin GPR151 cells. activation, % at 11.2 µM. actives 1% (n = 650,000). AID 1508602, 2020; in the data active means activation above about 4.9%;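 further: 0% = median of compound wells and 100% = cells with positive control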
Target sequence (Q8TDV0 whole entry, looked up): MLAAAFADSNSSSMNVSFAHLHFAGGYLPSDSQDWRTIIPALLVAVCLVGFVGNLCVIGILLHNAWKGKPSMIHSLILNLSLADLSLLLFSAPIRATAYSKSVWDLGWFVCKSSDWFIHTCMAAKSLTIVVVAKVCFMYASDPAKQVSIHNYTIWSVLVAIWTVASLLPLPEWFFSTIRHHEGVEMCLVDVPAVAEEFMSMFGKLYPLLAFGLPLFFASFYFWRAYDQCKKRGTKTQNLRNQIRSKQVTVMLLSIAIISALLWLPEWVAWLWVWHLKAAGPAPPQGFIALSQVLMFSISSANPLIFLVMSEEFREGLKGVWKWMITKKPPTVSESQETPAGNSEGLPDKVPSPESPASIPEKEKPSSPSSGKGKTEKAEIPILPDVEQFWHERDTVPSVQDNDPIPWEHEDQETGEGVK
An asterisk follows results filed as active.

smiles | FBW7 activator | TEAD-YAP inh | MITF primary | GPR151 activ
COc1ccc(NC(=O)CN2CCN(S(=O)(=O)c3cc(Cl)ccc3Cl)CC2)cc1 | -0.1 | 22 | 3 | 0.9
COc1ccc(NCc2ccco2)cc1OC | -0.3 | -23 | 13 | 1.1
COc1ccc2c(c1)c(CC(=O)O)c(C)n2C(=O)c1ccccc1 | 0.2 | 3 | 27 | 0.2
CCCc1cc(=O)[nH]c(SCC(=O)NCc2cccs2)n1 | 0.1 | -1 | 1 | 1.2
Clc1ccc(-n2nnnc2SCc2nc3ccccn3c2Br)cc1 | 0.1 | 2 | 9 | 0.2
NC(=O)N/N=C/c1ccccc1OC(=O)c1cc2ccccc2oc1=O | -0.1 | -13 | 2 | 0.1
Cc1nccn1CCCNCc1c(C(=O)N2CCCCCCC2)nc2sccn12 | -0.1 | -7 | -2 | -0.1
Cc1ccc(S(=O)(=O)NCC(=O)OCc2ccc(C(=O)c3ccccc3)cc2)cc1 | -0.1 | 1 | 13 | -0.7
COc1cc(NS(=O)(=O)c2ccc3[nH]c(=O)[nH]c3c2)cc(OC)c1 | 0.0 | -1 | 8 | -1.4
Clc1ccccc1N1CCN(Cc2ccsc2)CC1 | -0.1 | 0 | 32 | 0.9
Cc1cc(NC(=S)N(Cc2ccccc2C)CC2CCC(C(=O)O)CC2)ccc1Cl (centres undefined) | 0.1 | 2 | 10 | -0.2
CCOC(=O)C1=C(CSc2nc(CC)c(C)cc2C#N)OC(N)=C(C#N)C1c1cccc(F)c1 (centres undefined) | 0.2 | 0 | 15 | -1.7
CN=C(Nc1ccc(OC)cc1)c1ccccc1 | 0.0 | 1 | 6 | -0.9
CCN1C(=O)C(=Cc2ccccc2Cl)C(=O)N(CC)C1=S | -0.8 | 5 | 2 | 1.6
Cc1ccc(S(=O)(=O)N2CCCC2C(=O)Nc2ccc([N+](=O)[O-])cc2)cc1 (centres undefined) | -0.2 | 7 | 5 | 1.2
O=C1C(=O)N(c2ccccn2)C(c2cccc(Br)c2)/C1=C(\O)c1ccc(Cl)cc1 (centres undefined) | 0.1 | 0 | -2 | 0.9
CN1CCN(c2ccc(-c3nc(C(=O)NC4CC4)cs3)cc2)CC1 | 0.0 | -42 | -11 | 1.7
CCc1ccc(N2C(=O)N(c3ccc(F)cc3)C3CS(=O)(=O)CC32)cc1 (centres undefined) | 0.1 | 5 | -9 | -0.5
CC(C(=O)NC1CCN(Cc2ccccc2)CC1)n1c2ccccc2c2cnn(C)c(=O)c21 (centres undefined) | 0.1 | 6 | 8 | -0.1
O=C(NCc1ccccc1)c1cccc(Nc2ncccn2)n1 | -0.1 | 2 | 6 | -1.9
CSc1nc(=S)n(-c2ccc([N+](=O)[O-])cc2)c(C)c1C(C)=O | -0.1 | 3 | -2 | 0.0
CCOC(=O)CS(=O)(=O)c1ccc(C(=O)NC(C)(C)C)cc1[N+](=O)[O-] | 0.0 | 9 | 17 | -1.6
CC(C)NC(=O)CCc1nc2ccccc2c(=O)[nH]1 | 0.1 | 2 | -3 | 0.1
COc1ccccc1CCc1nnc(CCC(=O)NCC2CC2)o1 | 0.1 | 4 | -7 | 0.3
O=C1CCCN1CCn1cnc2c(NCc3cccc(C(F)(F)F)c3)nc(-c3ccccc3)nc21 | 0.0 | -9 | -4 | 2.1
O=C(CCCCSc1nc2ccccc2[nH]1)Nc1cccc2ccccc12 | -0.1 | 15 | 5 | -0.9
O=C1CCC(CCNCc2ccccc2F)N1CCc1ccc(F)cc1 (centres undefined) | -0.2 | -2 | 6 | 0.0
CCOc1ccc2nc(SCC(=O)NCC3CCCO3)c(C#N)cc2c1 (centres undefined) | 0.3 | -2 | 6 | -0.7
Cc1cc(O)c(C(=O)c2ccccc2)c(=O)o1 | -0.1 | 1 | -1 | 0.4
CCCCCCOc1ccc(N2C(=O)CC(N3CCN(C(c4ccccc4)c4ccccc4)CC3)C2=O)cc1 (centres undefined) | 0.4 | 2 | 10 | -1.2

In the list so far, these contain an NH in an aromatic ring.
smiles | FBW7 activator | TEAD-YAP inh | MITF primary | GPR151 activ
CCCc1cc(=O)[nH]c(SCC(=O)NCc2cccs2)n1 | 0.1 | -1 | 1 | 1.2
COc1cc(NS(=O)(=O)c2ccc3[nH]c(=O)[nH]c3c2)cc(OC)c1 | 0.0 | -1 | 8 | -1.4
CC(C)NC(=O)CCc1nc2ccccc2c(=O)[nH]1 | 0.1 | 2 | -3 | 0.1
O=C(CCCCSc1nc2ccccc2[nH]1)Nc1cccc2ccccc12 | -0.1 | 15 | 5 | -0.9

Returning to the listing with the two entries that preceded the break.
smiles | FBW7 activator | TEAD-YAP inh | MITF primary | GPR151 activ
Cc1cc(O)c(C(=O)c2ccccc2)c(=O)o1 | -0.1 | 1 | -1 | 0.4
CCCCCCOc1ccc(N2C(=O)CC(N3CCN(C(c4ccccc4)c4ccccc4)CC3)C2=O)cc1 (centres undefined) | 0.4 | 2 | 10 | -1.2
CCOc1ccc(C(=O)NNC(=O)c2ccc(-n3c(C)ccc3C)cc2)cc1OC | 0.0 | 6 | 7 | 0.5
O=C(O)CCc1nn2c3ccccc3n(CC(=O)c3ccc(Cl)cc3)c2nc1=O | 0.1 | -1 | -2 | -0.3
O=C(Nc1cccc(C(=O)O)c1)/C(=C\c1ccccc1)NC(=O)c1ccc(Br)o1 | -0.2 | -2 | 1 | 1.8
CC(=O)c1ccc(NC(=O)CSc2nc3ccc(NC(=O)c4ccccc4Cl)cc3s2)cc1 | -0.1 | -23 | -8 | -1.9
CC1CCCC(C)N1C(=O)c1cc2nc(-c3ccc(F)cc3)cc(C(F)(F)F)n2n1 (centres undefined) | 0.1 | 6 | 6 | 0.9
O=C(Nc1nnc(-c2ccccc2Cl)o1)C1COc2ccccc2O1 (centres undefined) | -0.1 | -6 | 10 | -1.4
CC(NC(=O)/C(=C\c1ccccc1)NC(=O)c1ccc(Br)o1)C(=O)O (centres undefined) | -0.1 | -3 | 27 | 2.3
CCn1ncc(C(=O)N2C[C@H](C(=O)O)[C@@H](c3ccccc3F)C2)c1C | -0.2 | 1 | 5 | -0.6
Oc1oc(-c2ccccc2Br)nc1C=Nc1ccccc1Cl | -0.1 | 3 | -7 | 5.0*
NC1=NC(=O)/C(=C/c2ccc(-c3cc([N+](=O)[O-])ccc3Cl)o2)S1 | 0.1 | 6 | 16 | 0.8
COc1ccc2c(=O)c(Oc3ccc([N+](=O)[O-])cc3)c(C)oc2c1 | 0.4 | 6 | 22 | 0.3
CCN1CCN(C(=O)c2ncoc2-c2cccc(OC)c2)CC1 | 0.1 | -17 | 22 | 1.0
COc1ccc(C2SCCN2S(=O)(=O)c2cccc(C)c2)cc1 (centres undefined) | -0.1 | 5 | -2 | 1.1
CN(CC(=O)Nc1cccc(F)c1)S(=O)(=O)c1ccc2c(c1)n(C)c(=O)c(=O)n2C | 0.3 | 10 | -7 | -0.2
CC1CCN(C(=O)CCCCCN2C(=O)c3ccccc3C2=O)CC1 | 0.6 | -1 | -69 | -0.2
CCCN(CCC)C(=O)CSc1ncccc1C(=O)O | 0.7 | -1 | 4 | 0.7
Cc1ccc(N2C(=O)/C(=C\c3cccn3C)C(=O)NC2=S)cc1 | 0.0 | -7 | 14 | -1.5
CCn1c2ccccc2c2cc(C3C4CCCC=C4C(C#N)=C(N)C3(C#N)C#N)ccc21 (centres undefined) | 0.1 | 10 | 7 | 0.2
COc1cccc(/C=N/NC(=O)c2ccc(-n3c(C)ccc3C)cc2O)c1O | -1.5 | -32 | 64* | 5.4*
COc1ccc([N+](=O)[O-])cc1C1=N/C(=C/c2ccc(Br)cc2)C(=O)O1 | 0.0 | 4 | 12 | 0.3
CC(C)Sc1nnnn1-c1ccccc1 | -0.1 | 8 | -3 | 0.0
O=C(CSc1cn(CCNC(=O)c2cccs2)c2ccccc12)NC1CCCCC1 | 0.2 | 2 | 4 | 0.3
O=C1c2c(-c3ccc(Cl)cc3)csc2NC2CCCN12 (centres undefined) | 0.0 | 2 | 20 | -0.7
Cc1cnc(CNc2cc(-c3cccnc3)nc(-c3cccnc3)n2)nc1 | -0.5 | 6 | 78* | -0.5
CC(Cc1ccco1)NS(=O)(=O)c1ccccc1Cl (centres undefined) | -0.2 | -4 | -2 | -1.6
CCOC(=O)CSc1nc2ccc(Br)cc2c2nc3ccccc3n12 | -0.1 | -6 | 6 | -1.0
COc1ccc(Br)cc1/C=C1\N=C(c2ccccc2Br)OC1=O | 0.0 | -9 | -6 | -0.1
O=C(Cn1nnc(-c2ccccc2)n1)N1CCc2ccccc21 | 0.5 | 10 | 14 | -0.2
OC(COc1ccc(Br)cc1)CN1CCCCC1 (centres undefined) | 0.2 | 3 | -1 | 0.5
NC(=O)c1c(NC(=O)CCC(=O)OCc2cccc(Cl)c2)sc2c1CCC2 | 0.6 | 1 | 13 | -2.1

In a second layout: results already given
Every second line gives: FBW7 activator | TEAD-YAP inh | MITF primary | GPR151 activ
COc1cccc(/C=N/NC(=O)c2ccc(-n3c(C)ccc3C)cc2O)c1O
    -1.5 | -32 | 64* | 5.4*
COc1ccc([N+](=O)[O-])cc1C1=N/C(=C/c2ccc(Br)cc2)C(=O)O1
    0.0 | 4 | 12 | 0.3

Next records follow:
smiles | FBW7 activator | TEAD-YAP inh | MITF primary | GPR151 activ
CCOCCn1c(=NC(C)=O)sc2cc(Br)ccc21 | 0.0 | -3 | 1 | 2.9
COc1ccc2cc3cc(C(=O)Nc4ccc(OC)c(OC)c4)oc3nc2c1 | 0.0 | 5 | 4 | -0.1
COc1ccccc1C(=O)N/N=C/c1ccc(C)o1 | -0.1 | -4 | 11 | -0.5
COc1ccc(Nc2nc(Cl)nc(NC(C)C)n2)cc1 | 0.1 | -17 | -8 | 0.2
CC(=O)N1CCN(c2ccc(NC(=O)C(C)C)cc2)CC1 | 0.1 | -2 | 8 | 1.7
Cc1ccc(NC(=O)Cn2c(=O)oc3cc(S(=O)(=O)N4CCCCC4)ccc32)c(C)c1 | -0.2 | 17 | 16 | -0.8
O=C1NC2(CCN(Cc3ccc(O)cc3)CC2)Oc2ccccc21 | 0.4 | 7 | 9 | 0.3
C=C(C)CNC(=S)Nc1cc(C)ccn1 | 0.3 | -10 | -138 | -1.3
Cc1ccc(C(=O)[C@H]2[C@H](c3ccccc3I)C(C#N)(C#N)[C@@H]3c4ccccc4C=CN32)cc1 | -0.2 | -22 | 5 | 1.2
O=C(COC(=O)c1ccc2c(c1)C1C=CCC1C(c1ccc(Br)cc1)N2)c1ccc(-c2ccccc2)cc1 (centres undefined) | 0.0 | -9 | -6 | 0.7
O=C(CC12CC3CC(CC(C3)C1)C2)N1CCN(c2ccc([N+](=O)[O-])c(NC3CC3)c2)CC1 | -0.2 | -6 | 5 | 2.0
Cc1cccc(-c2noc(CN(C(=O)COc3ccc([N+](=O)[O-])cc3)C(C)C)n2)c1 | 0.0 | 0 | 7 | 2.1

Whole records, quoted from the list. Order of values: FBW7 activator, TEAD-YAP inh, MITF primary, GPR151 activ
C=C(C)CNC(=S)Nc1cc(C)ccn1 as listed: 0.3, -10, -138, -1.3
Cc1ccc(C(=O)[C@H]2[C@H](c3ccccc3I)C(C#N)(C#N)[C@@H]3c4ccccc4C=CN32)cc1 as listed: -0.2, -22, 5, 1.2
